Screening data as filed in PubChem.
Pf growth 48h: inhibits P. falciparum growth in the first generation, 48 h; P. falciparum luciferase growth in erythrocytes, 48 h; Potency, µM (top dose mostly 28.7 µM), for the others: at the highest dose activity change, negative = inhibition, most hits filed as inhibitors; 310,000 compounds, 5.9% hits; further: potency means the concentration at half of the fitted maximal effect; on the % scale 0 is the no-effect control and ±100 the full control effect
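Erythrocytes infected with P. falciparum carrying an integrated firefly luciferase reporter (2% hematocrit, 0.1% parasitemia final) were exposed to compounds in RPMI 1640 with 0.5% Albumax at 37 C, 5% CO2. Growth inhibition was scored as reduced luminescence.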
Shiga inhibitor: inhibitors of Shiga toxin in Vero cells; Vero cells, Shiga toxin protein synthesis inhibition reporter; inhibition, % at 38.7 µM; 290,000 compounds, 9.2% hits; AID 2315; in the data active means inhibition mostly above about 28%, no sharp cut-off; inactive means mostly below about 43%; further: 0% is about no effect
LmPK inh: inhibitors of Leishmania mexicana pyruvate kinase; purified LmPK, Kinase-Glo ATP luminescence, 1 h; Potency, µM (series often up to 57.5 µM), inactives show at the highest dose activity change, negative = inhibition, usual class: inhibitors; Q27686; AID 1721; 290,000 compounds, 0.37% hits; further: potency means the concentration at half of the fitted maximal effect; on the % scale 0 is the no-effect control and ±100 the full control effect
Target sequence (Q27686 whole entry, looked up): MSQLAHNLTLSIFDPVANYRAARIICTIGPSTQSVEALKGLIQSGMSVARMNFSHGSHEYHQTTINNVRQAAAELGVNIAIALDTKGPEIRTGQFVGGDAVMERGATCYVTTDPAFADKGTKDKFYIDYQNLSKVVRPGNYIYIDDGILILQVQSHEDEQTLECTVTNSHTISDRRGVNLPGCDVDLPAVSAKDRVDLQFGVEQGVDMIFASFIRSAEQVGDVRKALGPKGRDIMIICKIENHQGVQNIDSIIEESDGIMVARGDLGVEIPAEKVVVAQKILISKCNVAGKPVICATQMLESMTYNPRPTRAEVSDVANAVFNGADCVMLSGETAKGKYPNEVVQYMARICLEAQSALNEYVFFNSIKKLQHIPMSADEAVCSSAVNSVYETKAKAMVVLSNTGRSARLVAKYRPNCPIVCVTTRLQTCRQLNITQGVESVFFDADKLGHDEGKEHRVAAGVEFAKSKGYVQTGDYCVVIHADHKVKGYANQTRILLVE
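In 50 mM imidazole pH 7.2 with 7 mM MgCl2, LmPK (0.1 nM) turned over PEP (0.5 mM) and ADP (0.1 mM) for 1 h at room temperature. Luciferase read-out of ATP.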
TbPYK inhibitor: inhibitors of Trypanosoma brucei pyruvate kinase | Q57TT1 | TbPYK enzyme, Kinase-Glo Plus ATP luminescence, 45 min | Potency, µM (highest dose often 76.8 µM), inactives show top-dose activity, negative = inhibition, hits mostly inhibitors | 410,000 compounds, 0.12% hits | AID 624173; further: potency means the concentration at half of the fitted maximal effect; on the % scale 0 is the no-effect control and ±100 the full control effect; nearly all actives have a fitted effect of over 50% in size
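T. brucei PYK with substrate was exposed to pin-transferred compounds across a concentration series, then started with 130 uM ADP (final). After 45 min at room temperature, Kinase-Glo Plus luminescence was read, normalized and curve-fitted.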
Pf growth 96h: P. falciparum growth inhibition at 96 hour, primary screen for plastid delayed-death inhibitors; P. falciparum luciferase reporter growth, 96 h; Potency, µM (top dose mostly 28.7 µM), for inactives: top-dose activity change, negative = inhibition, usual class: inhibitors; 320,000 compounds, 6.9% hits; AID 504834; further: potency means the concentration at half of the fitted maximal effect; on the % scale 0 is the no-effect control and ±100 the full control effect
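Compounds incubated with erythrocytes infected by luciferase-expressing P. falciparum (2% hematocrit, 0.05% parasitemia final) for 96 hours, 37 C in 5% CO2. Growth inhibition scored as decreased luciferase luminescence.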
AMA1 RON2 block: AMA1-RON2 (P. falciparum) interaction inhibition. AID 720542. AlphaScreen AMA1-biotinylated RON2 peptide binding. Potency, µM (top dose mostly 58.2 µM), for inactives: top-dose activity change, negative = inhibition, actives largely listed as inhibitors. 360,000 compounds, 0.2% hits;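 further: potency means the concentration at half of the fitted maximal effect; 0% = vehicle wells and -100% = peptide control; nearly all actives have a fitted effect of over 45% in size; some results filed as inactive show a strong effect at the top dose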
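AMA1 (3D7) with his tag at 25 nM final met compounds first, then biotinylated RON2 peptide at 25 nM; detection used donor plus acceptor beads, 10 µg/mL apiece, read by AlphaScreen after 30 min at room temperature.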
CHX counter: counter-screen for Shiga toxin inhibitors: cycloheximide protein synthesis inhibition | cell reporter, cycloheximide protein synthesis inhibition counterscreen | max response, % | 300,000 compounds, 12% hits; in the data active means max response mostly above about 13%, no sharp cut-off; inactive means mostly below about 14%; further: read at 38.3 µM for the half of the compounds with a filed dose; 0% is about no effect
* marks the source's active call; other numbers are inactive results; i = inactive; u = inconclusive; x = not tested or not shown; & = joins results of further samples; [ ] = another dose, or the depositor's remark. Unless noted, the call rests on the fitted dose curve; in most records, active means well fitted curve in the direction sought with a large enough effect; inconclusive means small, poorly fitted or top-dose-only effect, or another doubt; inactive means no such curve, though single readings can be large; an effect the other way counts as inactive or inconclusive.

Below each compound: Pf growth 48h	Shiga inhibitor	LmPK inh	TbPYK inhibitor	Pf growth 96h	AMA1 RON2 block	CHX counter
COc1ccc2c(c1)C(=O)N(CCc1ccc(S(=O)(=O)NC(=O)NC3CCCCC3)cc1)C(=O)C2(C)C
 : 4%	-8	1%	0%	0%	-2%	-2
Cc1csc(NC(=O)c2cc[n+]([O-])cc2)n1
 : 23%	-9	-8%	-1%	16%	-6%	-1
COc1ccc(OC)c(NC(=O)CCN2CC(C)CC(C)C2)c1 (configuration not stated)
 : 8%	x	9%	0%	-18%	-22%	1
COc1ccccc1NC(=O)CCn1c(=O)c2cccn2c2ccccc21
 : -8%	-8	-6%	3%	33%[activator]	0%	-9
CCN1CCN(c2ncnc3scc(-c4ccc(C)c(C)c4)c23)CC1
 : u	-14	9%	-1%	u	-19%	-7
CC(C)(C)OC(=O)N1CCC(NC(=O)c2[nH]cnc2C(=O)Nc2cccc(Cl)c2)CC1
 : u	x	x	5%	u	45%[activator]	x
CCOC(=O)C1(Cc2ccccc2)CCN(Cc2cc(OC)c3c(c2)OCO3)CC1
 : u	19	2%	-7%	11%[5.75 µM]	u	-5
CCOc1ccc(S(=O)(=O)Nc2ccccc2C(=O)Nc2ccccc2N2CCOCC2)cc1
 : -13%	-2	4%	0%	x	-9%	3
O=C(N/N=C/c1ccccc1C(=O)O)c1ccncc1
 : 33%[activator]	7	-2%	-1%	9%	13%	0
O=C(Nc1nccs1)c1cccc(S(=O)(=O)N2CCCCC2)c1
 : -3%	-18	-4%	-1%	15µM*	32%[activator]	5

The list goes on, starting with the last 2 of the part before.
Below each compound: Pf growth 48h	Shiga inhibitor	LmPK inh	TbPYK inhibitor	Pf growth 96h	AMA1 RON2 block	CHX counter
O=C(N/N=C/c1ccccc1C(=O)O)c1ccncc1
 : 33%[activator]	7	-2%	-1%	9%	13%	0
O=C(Nc1nccs1)c1cccc(S(=O)(=O)N2CCCCC2)c1
 : -3%	-18	-4%	-1%	15µM*	32%[activator]	5
O=C(CSc1ccc2nnc(-c3ccccc3)n2n1)NCc1ccc2c(c1)OCO2
 : 3%	3	7%	2%	29%	7%	-1
COc1ccc(-n2ncc3c(NC(C)C)ncnc32)cc1
 : 75%[activator]	69	-5%	-5%	-4%	2%	44*
Cc1cc(C(=O)NNC(=O)/C=C/c2ccc(F)cc2)c(C)o1
 : 31%[activator]	25	1%	3%	37%[activator]	21%	-1
Nc1nonc1-c1nc2ccccc2n1CC(=O)NC1CCCC1
 : 12%	45	-6%	-2%	10µM*	1%	-5
CCOc1ccc(C(=O)Nc2ccc(NC(=S)NC(=O)CC)cc2)cc1Cl
 : -7%	-9	2%	-17%	u	-3%	-5
Cc1n[nH]c(C)c1S(=O)(=O)N1CCCC(C(=O)NCc2ccccc2Cl)C1 (configuration not stated)
 : u	17	1%	-4%	u	14%	-1
CCOC(=O)c1sc(NC(=S)NC(=O)c2ccccc2)c(C(=O)OCC)c1C
 : 19%	-6	1%	-5%	30%	29%	-1
COc1ccc(NC2CCCN(C(=O)c3cc(C)nc4cc(F)ccc34)C2)cc1 (configuration not stated)
 : 4%	-9	9%	6%	-25%	10%	-2
CCCCN(C(=O)c1cc(S(=O)(=O)N2CCOCC2)ccc1Cl)c1c(N)n(CC(C)C)c(=O)[nH]c1=O
 : -6%	x	x	0%	-2%	14%	x
COc1ccc(/C=N/NC(=S)Nc2ccccc2[N+](=O)[O-])cc1O
 : 131%[activator]	62*	-2%	-7%	28%	57%[activator]	60*
COc1cc(NS(=O)(=O)c2ccc(N/C=C(\C#N)c3nc4ccccc4o3)cc2)nc(OC)n1
 : -6%	-10	8%	0%	32%[activator]	101%[activator]	-4
CN1CCN(C(=O)/C=C/c2ccc(Cl)cc2)CC1
 : 51%[activator]	33	3%	0%	9%	1%	24*
CN(C(=O)c1ccccc1)c1nc2ccccc2s1
 : -31%	74*	-13%	-13%	-7%	10%	46*
C=CCC(NCc1ccccc1)c1ccc(OC)cc1 (configuration not stated)
 : -9%	-8	-1%	-18%	-21%	15%	-2
Cc1cc(C(=O)CSc2nnnn2C)c(C)n1CCc1ccc(Cl)cc1
 : 21%	-4	4%	0%	8%	5%	-1
Oc1[nH]c2ccccc2c1N=Nc1nncc2ccccc12
 : u	60*	u	-10%	3%	15%	35*
COc1ccc(C(C#N)N2CCCCC2)cc1OC (configuration not stated)
 : x	-10	-1%	-7%	0%	-1%	1
COc1cccc(/C=C2/NC(=O)N(CC(=O)Nc3ccc(C)cc3)C2=O)c1OCc1cccc(C(=O)O)c1
 : -1%	20	10%	0%	106%[activator]	-23%	-4
O=[N+]([O-])c1ccccc1Oc1ccc(C(F)(F)F)cn1
 : 14%	15	0%	0%	0%	66%[activator]	-1
CCOC(=O)c1ccc(NC(c2ccc(N(C)C)cc2)P(=O)(OC(C)C)OC(C)C)cc1 (configuration not stated)
 : 13µM*	2	1%	-25%	23%	u	20
CCN(CC(=O)NCc1ccc(Cl)cc1)C(=O)C1CCN(S(=O)(=O)c2ccc(OC)c(OC)c2)CC1
 : -4%	x	x	-2%	0%	42%[activator]	x
Cc1ccc2nc(SCC(=O)Nc3nonc3N)[nH]c2c1
 : u	40	2%	-6%	-17%	-1%	5
COc1ccc(/C=C/C(=O)NC(=S)Nc2ccc(C(=O)O)cc2)cc1
 : -3%	33	3%	9%	u	-2%	10
O=S(=O)(O)c1ccc(N=Nc2ccccc2)cc1
 : 54%[activator]	3	-15%	-3%	-11%	-13%	0
Cc1ccc(C2NS(=O)(=O)N=C2N)cc1 (configuration not stated)
 : 18%	-12	5%	4%	x	-10%	-2
O=C(Nc1ccccc1)N1CCN(Cc2ccccc2)CC1
 : x	61	-10%	-4%	20%	3%	21*
O=C(Nc1cc(S(=O)(=O)N2CCCCC2)ccc1Oc1ccccc1)C1=COCCO1
 : 10µM*	5	-4%	-6%	10µM*	-4%	-2
O=C1N[C@@H](Cc2ccccc2)C(=O)N2CCCC12 (some centres not stated)
 : x	i	x	-5%	x	-11%	5
CCN1CCc2c(sc(NC(=O)c3ccc(S(=O)(=O)N4CCCCCC4)cc3)c2C(=O)NC)C1
 : u	13	1%	-4%	u	6%	-4
CN(C)/C=C(\C#N)C(=O)N/N=C/c1ccc(F)cc1
 : 33%[activator]	28	-11%	-5%	26%	39%[activator]	23
O=C(Nc1cccc(Cl)c1N1CCCCC1)c1ccc(N2CCOCC2)c([N+](=O)[O-])c1
 : -16%	-7	5%	4%	6.6µM*	18%	-1
CCCC(=O)N/C(N)=N/c1nc(C)c2cc(C)ccc2n1
 : 2.6µM*	13	1%	2%	2.6µM*	4%	-1
CCN(CC)S(=O)(=O)c1cc(NC(=O)[C@@H](NC(N)=O)C(C)C)ccc1C
 : 3%	-21	-1%	-18%	0%	-11%	-1
CCCCN(CCCC)CCn1cnc2c([nH]c3ccc(OC)cc32)c1=O
 : u	-3	-1%	1%&3%	u	-2%	-1
COc1ccccc1N1CCN(C(=O)CCCCCn2c(=O)[nH]c3ccsc3c2=O)CC1
 : 13µM*	-8	-1%	-1%	0%	5%	1
COc1ccc(/C=C2\SC(=S)N(c3cccnc3)C2=O)cc1
 : -5%	15	6%	2%	-8%	1%	5
Cc1c[n+](CC(=O)c2ccccc2)cs1
 : -3%	x	-2%	-25%	-7%	-8%	2
O=C(CCCC(=O)NCCc1ccccc1)NCCc1ccccc1
 : -8%	1	-5%	-3%	56%[activator]	-12%	-1
Cn1c(N)c(C(=O)CSc2nc(C3CC3)n(-c3ccccc3)n2)c(=O)[nH]c1=O
 : -3%	x	x	-7%	u	-6%	x
COc1ccccc1CNCc1cc(Br)ccc1OC
 : 12µM*	-5	-1%	23%	u	8%	12
COc1ccccc1-c1coc2c(CN(C)C)c(O)ccc2c1=O
 : u	x	10%	-12%	u	28%	-3
CC(=O)OC(C(=O)Nc1ccccc1)C(C)S(=O)(=O)c1ccccc1 (configuration not stated)
 : u	-10	2%	1%	127%[activator]	0%	13
Cc1cc(C)c(C(N)=O)c(SCC(=O)c2ccc(Cl)cc2)n1
 : 32%[activator]	25	-1%	1%	32%[activator]	32%[activator]	15
CC(=O)N/N=C(\C)CC(=O)NC(C)(C)C
 : 26%	-9	-14%	9%	3.7µM*	14%	-3
Nc1ccc(C23CC4CC(CC(C4)C2)C3)cc1
 : 37%[activator]	-1	-12%	-6%	100%[activator]	-21%	8
O=C(NCCN1CCCCCC1)c1ccc(N2CCCC2=O)cc1
 : 18%	-10	-3%	5%	18%	-8%	-3
CCc1ccc(NC(=O)c2noc3c2CCCCC3)cc1
 : 135%[activator]	85*	-1%	-6%	3.7µM*	-6%	23*
Cc1ccc(C(=O)C(C)OC(=O)c2n[nH]c(=O)c3ccccc23)cc1 (configuration not stated)
 : 15%	-12	5%	-1%	23%	2%	-8
COP(=O)(OC)c1nc(-c2cccc3ccccc23)oc1NCCc1ccccc1
 : u	-12	-3%	0%	u	-3%	-1
O=C(c1ccccc1)c1c2c(cc3sc4ccccc4[n+]13)-c1cccc3cccc-2c13
 : 0.93µM*	38*	3%	-4%	0.47µM*	-16%	27*

(list continues)
Below each compound: Pf growth 48h	Shiga inhibitor	LmPK inh	TbPYK inhibitor	Pf growth 96h	AMA1 RON2 block	CHX counter
Cc1cc(OC(C)C(=O)NCCCN2CCOCC2)c2c(C)c(C)c(=O)oc2c1 (configuration not stated)
 : 6%	2	-1%	0%	6%	-4%	-3
CCOC(=O)c1ccc2c(c1)n(CC)c(/C=C/N(C)c1ccccc1)[n+]2CC
 : 1.2µM*	-9	3%	-12%	-1%	7%	-3
O=C(Nc1cc(-c2ccccc2)[nH]n1)c1ccc(Cl)cc1
 : -9%&143%	88*	3%&8%	7%	-18%&-37%	23%	51*
CSc1ccc(/C=N/N(C)S(=O)(=O)c2ccc(C)cc2)cc1
 : -2%	1	4%	2%	-21%	-8%	5
COC(=O)c1ccccc1NC(=O)c1sc(N)nc1C
 : -25%	13	5%	2%	7%	4%	7
CCN(CC)CCN1C(=O)C(=O)/C(=C(/O)c2ccncc2)C1c1ccccc1F (configuration not stated)
 : 11%	-5	-5%	-8%	23%	9%	-2
Cc1ccc(N2CC(NS(=O)(=O)c3cccs3)CC2=O)cc1 (configuration not stated)
 : -13%	x	x	-7%	2%	9%	x
C/C(=N/Nc1ncc(Br)cn1)c1ccc([N+](=O)[O-])cc1
 : -2%	x	1%	-4%	305%[activator]	5%	2
COc1ccc(CCNC(=S)N2CCN(S(=O)(=O)c3ccc(C)cc3)CC2)cc1
 : 2.9µM*	x	x	-14%	2.6µM*	-2%	x
O=C(NNC(=S)NCCc1ccccc1)c1ccc(Br)s1
 : 4%	-2	-1%	7%	9.3µM*	94%[activator]	-1
CCOC(=O)c1c(-c2ccc(OC)cc2)csc1NC(=O)CSc1ccccc1
 : x	8	7%	-2%	13µM*	-8%	-1
COc1cc(C(=O)OC2C[C@H]3CC[C@@H](C2)N3C)ccc1O (some centres not stated)
 : 35%[activator]	-5	1%	13%	31%[activator]	4%	-3
CC(Sc1nc2ccccc2c(=O)n1CC1CCCO1)C(=O)Nc1ccc(S(N)(=O)=O)cc1 (configuration not stated)
 : u	x	x	6%	u	1%	x
